Screening results from PubChem BioAssay.
INS promoter inh = inhibitors of insulin promoter-driven GFP, primary screen, imaging, TRM-6 cells (human fetal islet line), eGFP reporter, cell count | inhibition, % at 2 µM | reporter expression induced with tamoxifen | hit rate 0.9% among 130,000;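 active means inhibition above the mean plus 3 SD, with well images judged a real hit on visual review, cut at about 60% in these data, passing the limit was not always enough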
SDO1 yeast rescue = growth rescue of sdo1-depleted yeast, primary screen, S. cerevisiae, bone marrow failure model; S. cerevisiae sdo1-depleted JHY4D growth rescue, OD600 30 h; stronger effect = higher value; pdr5 snq2 efflux-pump mutant strain; z-score at 10 µM; hit rate 0.21% among 140,000; AID 817, 2007;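 active means z-score above 3 at both the 24 hr and the 30 hr optical density reads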;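 further: z-score against mean and SD of all compound wells on the same plate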
SDO1 yeast rescue Rescue 24 h = also measured in SDO1 yeast rescue; calls as there; z-score; S. cerevisiae sdo1-depleted JHY4D growth rescue, OD600; measured here: growth rescue at 24 h;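 0 is the plate mean of compound wells and units are plate SD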
Numbers without * were called inactive; . = not tested or not shown.

no. | INS promoter inh | SDO1 yeast rescue | SDO1 yeast rescue Rescue 24 h | molecule
1 | 35 | 1.3 | 0.53 | CS(=O)(=O)Nc1ccccc1C(=O)NCc1ccco1
2 | 24 | -1.1 | -1.6 | CCCOc1cccc(/C=N/NC(=O)c2csc(C)c2C)c1
3 | -20 | . | . | CC(C)(C)C(=O)Cn1ncc(N2CCOCC2)c(Br)c1=O
4 | -27 | -0.51 | 0.11 | O=C(Nc1ccc(F)cc1)c1sccc1SCc1cccc(C(F)(F)F)c1
5 | -3 | 0.35 | 0.27 | CCCCn1nnnc1SCC(=O)NNC(=O)C1CCCCC1
6 | 14 | 1.2 | 1.2 | CN1CCCC(OC(=O)c2cc(Cl)ccc2Cl)C1 (stereo not given)
7 | 38 | 1.5 | 2 | C#CCOc1ccc(/C=N/O)cc1Cl
8 | -443 | 0.35 | -0.42 | CCN(CC)S(=O)(=O)c1cccc(C(=O)N2CC(O)CC2C(=O)O)c1 (stereo not given)
9 | -36 | . | . | O=C1COc2ccc(C(=O)NC3CC3)cc2N1
10 | -17 | 0.38 | 0.79 | COc1cccc2cc(C(=O)NCc3ccco3)c(=O)oc12
11 | 42 | 2.7 | 0.72 | Cc1c(C(=O)O)cccc1N1C(=O)Nc2ccccc2N1O
12 | 3 | 1.2 | 0.89 | CC(=O)Nc1cccc(NC(=O)C2CC(=O)N(c3ccc(C)cc3)C2)c1 (stereo not given)
13 | 19 | . | . | Cc1nc(NC(=O)c2cccc(Cl)c2)sc1C(=O)N1CCCCC1
14 | 43 | 0.65 | 0.31 | O=C(NCc1ccco1)c1ccc(S(=O)(=O)N2CCOCC2)cc1
15 | -38 | -1.2 | -1.2 | CC(=O)/C(=N/Nc1cccc(C)c1)N1CCOCC1
16 | 22 | 0.22 | -0.13 | COc1ccccc1N1CCN(S(=O)(=O)c2ccc(F)cc2)CC1
17 | -14 | . | . | C/C=C/C(=O)Nc1nnc(C2CCCCC2)s1
18 | . | -1 | 0.01 | Cn1c(CNc2nc(-c3ccccc3)cs2)nnc1SCC(=O)c1ccccc1
19 | -58 | -1 | -0.9 | CC1CCCC(C)N1C(=O)CSc1nnc(NC(=O)c2cccs2)s1 (stereo not given)
20 | -8 | 0.78 | 0.24 | Cc1ccc2cccc(S(=O)(=O)NC3CCS(=O)(=O)C3)c2n1 (stereo not given)
21 | . | -0.19 | -0.26 | COc1ccc(C(=S)N2CCCC2)cc1C
22 | 18 | . | . | N#CCOC(=O)C1CSC2(c3ccc(Br)cc3)CCC(=O)N12 (stereo not given)
23 | -36 | . | . | CN(CC(=O)Nc1cccc(F)c1)CC(=O)Nc1ccccc1[N+](=O)[O-]
24 | . | 0.46 | 0.92 | Cc1ccc(-c2nnc(SCC(=O)NC(=O)Nc3ccc(C)cc3C)n2N)cc1
25 | -43 | -0.45 | -0.55 | CN(C)S(=O)(=O)c1ccc2nc(NC(=O)c3cccnc3)sc2c1
26 | -86 | 0.16 | -0.11 | O=C(CSc1nnc2ccccn12)Nc1ccccc1C(=O)NC1CC1
27 | 64 | . | . | Nn1c(=O)[nH]c2c([nH]c3ccccc32)c1=O
28 | -100 | . | . | COc1ccc(/C(N)=N/OC(=O)c2cccs2)cc1OC
29 | 23 | 0.79 | 0.99 | CCn1c(=O)cc(OCC(=O)N2CCN(C(=O)c3ccco3)CC2)c2ccccc21
30 | -44 | . | . | O=C(CNC(=O)c1ccc(S(=O)(=O)N2CCCC2)cc1)N/N=C/c1ccc(F)cc1

Given in transposed form: 5 of the compounds above
(18) Cn1c(CNc2nc(-c3ccccc3)cs2)nnc1SCC(=O)c1ccccc1
(30) O=C(CNC(=O)c1ccc(S(=O)(=O)N2CCCC2)cc1)N/N=C/c1ccc(F)cc1
(9) O=C1COc2ccc(C(=O)NC3CC3)cc2N1
(20) Cc1ccc2cccc(S(=O)(=O)NC3CCS(=O)(=O)C3)c2n1 (stereo not given)
(22) N#CCOC(=O)C1CSC2(c3ccc(Br)cc3)CCC(=O)N12 (stereo not given)

Compound	18	30	9	20	22
INS promoter inh	.	-44	-36	-8	18
SDO1 yeast rescue	-1	.	.	0.78	.
SDO1 yeast rescue Rescue 24 h	0.01	.	.	0.24	.

(next part)
no. | INS promoter inh | SDO1 yeast rescue | SDO1 yeast rescue Rescue 24 h | molecule
31 | 14 | -0.37 | -0.8 | O=C(O)c1cc(-c2ccccc2)on1
32 | 8 | -0.47 | -0.94 | Cc1ccnc(SCc2nc3ccccc3s2)n1
33 | 18 | 0.2 | -0.11 | O=C(/C=C(\O)c1ccc(Cl)cc1)C(=O)NNC(=O)C(O)(c1ccccc1)c1ccccc1
34 | -29 | -1.9 | -1.6 | O=C(CN1CCOCC1)Nc1ncc(Cc2cccc3ccccc23)s1
35 | -44 | . | . | C=CCSc1ncc(CO)n1Cc1ccccc1
36 | -35 | . | . | CN(c1ccccc1C(=O)N1CCN(Cc2ccc3c(c2)OCO3)CC1)S(C)(=O)=O
37 | 40 | . | . | CC(C)Oc1ccc(C(=O)NC2=NCCS2)cc1
38 | -26 | . | . | Cc1nn(CC(=O)Nc2ccc(C(C)C)cc2)c(C)c1[N+](=O)[O-]
39 | 6 | -0.77 | -0.51 | O=C1/C(=C\c2ccccc2)CCc2c1[nH]c1ccccc21
40 | -64 | . | . | CC1CN(C(=O)C(C)Sc2nnnn2C)CC(C)O1 (stereo not given)
41 | 3 | 0.92 | 0.33 | O=C(COC(=O)c1ccccn1)NC1CCCCC1
42 | 22 | -0.49 | -0.62 | CN(c1ccccc1)S(=O)(=O)c1cccc(NC(=O)Cn2cnc3ccccc3c2=O)c1
43 | -17 | . | . | Cc1noc(C)c1C(=O)OCC(=O)Nc1c(F)cccc1F
44 | . | -1 | -0.49 | COc1cccc(-n2nnc3c(=O)n(C/C=C/c4ccccc4)cnc32)c1
45 | -27 | -1.7 | -1.7 | O=C(c1ccccc1Nc1ccc(SC(F)F)cc1)N1CCCCC1
46 | 17 | . | . | CCN(c1ccc(NC(=O)COC(=O)c2cc3ccccc3oc2=O)cc1)C(C)C
47 | 0 | -1.7 | -0.97 | OC(CN=c1sc2ccccc2n1CC(O)COc1ccccc1)COc1ccccc1 (stereo not given)
48 | 12 | -0.06 | -0.27 | Cc1ccc2c(C)c(C(=O)Nc3cccnc3)oc2c1
49 | -100 | . | . | O=C(c1ccco1)N1N=C(C2CCCCC2)CC1(O)C(F)(F)F (stereo not given)
50 | -19 | 1.4 | 1.6 | CCOC(=O)C1CCN(C(=O)c2ccc(Br)o2)CC1
51 | 14 | 0.53 | 0.24 | CC(C)c1ccc(C(=O)N2CCCN(C(=O)c3ccc(C(C)C)cc3)CC2)cc1
52 | 11 | -1.5 | -0.24 | COc1cccc(NC(=O)CSc2nnc(COc3ccc4c(c3)CCCC4)o2)c1
53 | -56 | . | . | Cc1ccc(Cl)c(NC(=O)CN(C)CC(=O)Nc2ccc(F)c(F)c2F)c1Cl
54 | 21 | 1.9 | 1.2 | O=C(O)c1ccc(COc2ccccc2[N+](=O)[O-])o1
55 | -11 | -1.6 | 2.3 | COc1ccc(C(=O)/C=C/C(=O)N(Cc2ccccc2)C(C(=O)NC2CCCCC2)c2ccncc2)c(O)c1 (stereo not given)
56 | 11 | 1.8 | 1.3 | C/C(=N\NC(=O)c1ccoc1C)c1cccnc1
57 | 38 | -0.88 | -1.1 | COc1cc(OC)cc(OCC(O)Cn2cnc(-c3ccccc3)c2)c1 (stereo not given)
58 | 38 | -0.34 | 0.73 | COc1ccc(CCNc2nc(N3CCCCC3)nc(N3CCCCC3)n2)cc1OC
59 | 36 | 1.2 | 1.1 | COC(=O)Cc1c(O)ccn(Cc2ccccc2OC)c1=O
60 | 0 | -0.24 | -0.09 | Cc1ccc(CNC(=O)/C=C/c2ccc(S(=O)(=O)NCc3ccco3)cc2)cc1

Arranged by molecular weight (descending): some entries from above.
no. | INS promoter inh | SDO1 yeast rescue | SDO1 yeast rescue Rescue 24 h | molecule
42 | 22 | -0.49 | -0.62 | CN(c1ccccc1)S(=O)(=O)c1cccc(NC(=O)Cn2cnc3ccccc3c2=O)c1
53 | -56 | . | . | Cc1ccc(Cl)c(NC(=O)CN(C)CC(=O)Nc2ccc(F)c(F)c2F)c1Cl
44 | . | -1 | -0.49 | COc1cccc(-n2nnc3c(=O)n(C/C=C/c4ccccc4)cnc32)c1
43 | -17 | . | . | Cc1noc(C)c1C(=O)OCC(=O)Nc1c(F)cccc1F
35 | -44 | . | . | C=CCSc1ncc(CO)n1Cc1ccccc1

Following part.
no. | INS promoter inh | SDO1 yeast rescue | SDO1 yeast rescue Rescue 24 h | molecule
61 | . | -0.75 | -0.52 | Clc1ccc(CN2C3=NCCN3c3ccccc32)cc1Cl
62 | -26 | 0.63 | 0.46 | CC1=C(C(=O)OC(C)C)C(c2ccco2)NC(=O)N1 (stereo not given)
63 | 27 | -0.29 | -0.8 | Cn1c(=O)c2cc(S(=O)(=O)NCCC(=O)N3CC=C(c4ccccc4)CC3)ccc2n(C)c1=O
64 | -27 | 1.6 | 0.49 | CC1(C)CC(=O)C(=CN2CCN(C(=O)c3ccco3)CC2)C(=O)C1
65 | -12 | 0.71 | 1.1 | COc1ccc(C(CC(=O)NCCN2CCOCC2)NS(=O)(=O)c2ccc(C)cc2)cc1 (stereo not given)
66 | -8 | . | . | Clc1cccc(CNCCNCc2cccc(Cl)c2)c1
67 | 11 | 0.51 | 0.6 | CCn1c(=O)cc(SCC(=O)NCC2CCCO2)c2ccccc21 (stereo not given)
68 | 3 | 1.9 | 1.7 | O=C(O)CCc1ccc(-c2ccc(Cl)cc2)n1CCC(=O)O
69 | . | -0.35 | -0.98 | Cc1cc(Cl)cc(C)c1OCC(=O)O
70 | 35 | 0.51 | 0.19 | O=[N+]([O-])c1ccc(NNC(=S)Nc2ccccc2)cc1
71 | -19 | -0.31 | -0.77 | O=C(COC(=O)c1cnccn1)Nc1ccc2c(c1)OCO2
72 | -481 | -0.22 | -0.32 | O=C(Nc1cccnc1)C1CCCN1S(=O)(=O)c1ccc(Cl)c(Cl)c1 (stereo not given)
73 | -89 | 1.5 | 1.6 | CN1CCN(c2ccccc2NC(=O)c2cc3ccccc3o2)CC1
74 | -11 | -0.14 | -0.25 | O=C(CCCNC(=O)/C(=C/c1ccccc1F)NC(=O)c1ccccc1)OCc1ccccc1
75 | . | -0.2 | 2.1 | COc1ccc(CCn2c(=S)[nH]c3cc(C(=O)NCc4ccco4)ccc3c2=O)cc1OC
76 | . | -0.39 | -1 | COc1ccc(/C=N/NC(=O)CCc2n[nH]c(=O)[nH]c2=O)cc1OC
77 | . | -0.57 | 0.02 | CC(C#N)Sc1ncnc2sc3c(c12)CCC3 (stereo not given)
78 | -42 | -0.41 | -0.47 | COc1ccc(NC(=S)N2CCN(C/C=C/c3ccccc3)CC2)cc1OC
79 | 0 | 0.82 | 1.2 | Cc1ccc(C2NNC(=O)C2NC(=O)c2ccccc2)cc1 (stereo not given)
80 | -17 | . | . | CN(CCc1cn[nH]c1)Cc1nc(C(c2ccccc2)c2ccccc2)no1
81 | 7 | 0.52 | 0.93 | C[N+](C)(C)CCOC(=O)C1(c2ccccc2)CCCC1
82 | 0 | . | . | CCOc1cccc(CN2CCN(Cc3ccc(C)o3)C(CCO)C2)c1O (stereo not given)
83 | -35 | 0.11 | -0.29 | CC1=CC(C)(C)C(C(=O)O)C(C(=O)O)C1 (stereo not given)
84 | -31 | 0.07 | -0.65 | COC(=O)c1ccccc1NC(=O)c1ccc(COc2ccc(C)c(C)c2)o1
85 | 31 | -0.1 | -1 | Cc1cc(=O)n2nc(N3CCCC(C(=O)N4CCN(C)CC4)C3)sc2n1 (stereo not given)
86 | -8 | . | . | O=C(Nc1cccnc1)c1cc(-c2ccc(Cl)cc2)on1
87 | -39 | -1 | -0.43 | COc1cccc(Nc2nc3ccccc3n3nnnc23)c1
88 | 14 | 0.3 | 0.55 | CC1=NN(c2ccc(C)cc2)C(=O)/C1=C\c1ccc(Br)s1
89 | -140 | . | . | Cn1c(=O)[nH]c(=O)c2cc(C(=O)c3cc(F)ccc3O)cnc21
90 | . | 0.3 | 0.21 | O=C(N/N=C/C1C(c2ccccc2)C1(Cl)Cl)c1cccc(Cl)c1 (stereo not given)
91 | 23 | 0.33 | 0.6 | O=C(Nc1nnc(CSCc2ccc(F)cc2)s1)c1ccc([N+](=O)[O-])cc1
92 | . | 2 | 1.5 | Cc1ccc(OCCSc2nnc(-c3ccncc3)n2C)cc1
93 | . | -0.77 | -1.4 | CCN(CC)c1nc2ccccc2nc1C(C#N)C(=O)NCCCOC (stereo not given)
94 | -16 | 0.13 | -0.14 | Cc1cccc(NC(=S)N(CCN(C)C)Cc2cc3cccc(C)c3[nH]c2=O)c1
95 | 21 | 1.4 | 0.93 | Cc1c(C(=O)O)sc(=S)n1CCOc1ccccc1
96 | 2 | . | . | CCCCCCc1c(C)nc(-n2[nH]c(C)c(CCO)c2=O)[nH]c1=O
97 | . | 0.76 | 0.11 | O=C(CSc1nnc(Cn2c(=O)sc3ccccc32)n1-c1ccccc1)N1CCCCCC1
98 | . | -0.12 | -0.65 | COc1ccc(C2CC(c3cccs3)=NN2C(=S)Nc2ccccc2)cc1OC (stereo not given)
99 | -3 | 0.14 | 0.82 | CC1(C)CC(=O)C2=C(C1)NC(=O)CC2c1cccc(F)c1 (stereo not given)
100 | 23 | 0.69 | 1.3 | CCOC(=O)c1sc(N2N=C(C)/C(=C\c3ccc(OCC(=O)OC)cc3)C2=O)nc1C
101 | 0 | -0.2 | -0.51 | Cc1ccc(C(C)C)c(OCC(=O)N2CCOCC2)c1
102 | -7 | 0.53 | 0 | O=C(CSc1nc2ccccc2n1CC(=O)N1CCCC1)Nc1ccc2c(c1)OCO2
103 | 0 | . | . | COc1ccc(N(C(C)C(=O)N/N=C(\C)C(C)(C)C)S(C)(=O)=O)cc1 (stereo not given)

Only part of the results is shown, so the mix of outcomes need not match the whole.
